# Rac1 act GTP bind = GTP binding modulators of activated mutant Rac1, primary screen, biochemical, bead-based flow cytometry, multiplex, fluorescent GTP; percent activity (GTP binding), % at 10 µM; GST-Rac1 activated beads; actives lie on both sides; 100% means binding = to untreated wells; AID 764, 2007; Ras-related C3 botulinum toxin substrate 1 (Homo sapiens), P63000; hit rate 0.11% among 190,000;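 active = GTP binding at least 20 percentage points away from the 100% baseline, in either direction, so actives lie on both sides; inconclusive = Compound likely fluorescent itself, or too few beads counted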
# Rac1 wt modul = wildtype Rac1 GTP binding modulators, primary screen, biochemical, GST-Rac1 beads, flow cytometry, multiplex; Ras-related C3 botulinum toxin substrate 1 (Homo sapiens), P63000; fluorescent GTP binding; actives lie on both sides; 0 = cold GTP competed, 100 = untreated; GTP binding activity (% of control), % at 10 µM; hit rate 0.27% among 190,000; AID 757, 2007;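 active = GTP binding activity at least 20 points away from the 100% control level, either lower or higher; inconclusive = compound flagged as likely green fluorescent, judged across all proteins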
# Avidin bead fluor = green autofluorescence of compounds with avidin beads – biophysical, 488/530 nm, flow cytometry, artefact control, profiling panel. hit rate 0.38% among 220,000. compound fluorescence 488/530 nm; stronger effect = higher value. AID 1775, 2009. fluorescence (KMESF) at 10 µM; in the data active = fluorescence above about 47; note: inactives centre near 10
# Pf gametocyte = late stage P. falciparum gametocyte viability inhibitors, primary screen, ATP luminescence, HTS; P. falciparum stage V gametocytes, 24 h; hit rate 0.065% among 150,000; inhibition, % at 10.9 µM;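 active = inhibition above the mean plus 3 SD of compounds within the control limits, set per campaign, cut at about 38% in these data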;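 note: 0% = DMSO wells and 100% = medium only without gametocytes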
# Mcl1-Noxa inh = Mcl-1/Noxa binding inhibitors, primary screen, biochemical, TR-FRET, 1536-well; Induced myeloid leukemia cell differentiation protein Mcl-1 (Homo sapiens), Q07820; inhibition, % at 21.7 µM; TR-FRET Mcl-1/Noxa peptide binding, 2 h; hit rate 1.5% among 220,000;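 active = compounds that cut the protein-peptide binding signal by more than 50% relative to plate controls in a single-dose test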;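 note: His-tagged Mcl-1 with rhodamine Noxa BH3 peptide and terbium anti-His antibody; 0% = Mcl-1 plus Noxa peptide wells and 100% = peptide-only wells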
# Cdc42 wt GTP = modulators of GTP binding to wildtype Cdc42, primary screen, biochemical, multiplex bead flow cytometry, Bodipy-GTP. percent activity (GTP binding), % at 10 µM. GST-Cdc42 beads; actives lie on both sides. Cell division control protein 42 homolog (Homo sapiens), P60953. AID 761, 2007. hit rate 0.2% among 190,000;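 active = percent activity GTP binding at least 20 points away from the 100% baseline, either down as inhibitor or up as activator; inconclusive = compound flagged as likely green fluorescent from well-wide comparison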;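 note: median bead fluorescence of bound Bodipy-FL-GTP at 100 nM; 0% = excess unlabeled GTP control and 100% = no compound control; below 100% means less GTP binding so inhibitor and above means activator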
# Target sequence (P60953 whole entry, looked up): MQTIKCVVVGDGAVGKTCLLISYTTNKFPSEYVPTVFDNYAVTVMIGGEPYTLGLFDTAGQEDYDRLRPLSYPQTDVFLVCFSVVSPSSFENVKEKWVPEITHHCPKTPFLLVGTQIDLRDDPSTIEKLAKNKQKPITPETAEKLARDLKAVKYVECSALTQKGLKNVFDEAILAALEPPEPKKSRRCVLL
# Rab2 wt GTP = modulators of GTP binding to Rab2A wildtype, primary screen, biochemical, dog, bead-based flow cytometry, multiplex. Ras-related protein Rab-2A (Canis lupus familiaris), P61105. GST-Rab2 wt beads, Bodipy-GTP binding. GTP binding activity, % at 10 µM. hit rate 0.19% among 190,000;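 active = GTP binding activity at least 20 points away from 100%, either lowered or raised; inconclusive = signal likely due to the compound's own green fluorescence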;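 note: 0% = beads with excess unlabeled GTP and 100% = no-compound control corrected for plate trend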
# HRas wt GTP = modulators of GTP binding to HRas wildtype, primary screen, biochemical, bead-based flow cytometry, multiplex | GTPase HRas (Homo sapiens), P01112 | GST-Ras wt beads, Bodipy-FL-GTP binding; actives lie on both sides | GTP binding activity, % at 10 µM | hit rate 0.14% among 190,000 | AID 759, 2007;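 active = GTP binding activity at least 20% away from the 100% baseline, either lowered as inhibitor or raised as activator; inconclusive = flagged as likely green fluorescent, judged across all proteins in the well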;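 note: 0% = unlabeled GTP competition control and 100% = no-compound control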
# Target sequence (P01112 whole entry, looked up): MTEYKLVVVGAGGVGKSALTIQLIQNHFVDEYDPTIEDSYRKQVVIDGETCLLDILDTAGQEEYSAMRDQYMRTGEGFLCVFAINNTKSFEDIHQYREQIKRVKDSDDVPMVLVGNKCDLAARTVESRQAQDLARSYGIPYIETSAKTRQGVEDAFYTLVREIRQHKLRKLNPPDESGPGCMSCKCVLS
# Rab7 wt modul = modulators of GTP binding to Rab7, primary screen, biochemical, wildtype, multiplex bead flow cytometry. hit rate 0.055% among 190,000. Rab7 GTPase wild type (dog), Bodipy-FL-GTP binding. GTP binding activity (percent of control), % at 10 µM. GST-Rab7 beads, fluorescent GTP binding; actives lie on both sides; untreated = 100%, excess cold GTP = 0%;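 active = fluorescent GTP binding to Rab7 beads changed by at least 20 points from the 100% baseline, either direction, mostly lower; inconclusive = compound itself probably fluorescent, or too few beads counted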;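 note: median green fluorescence of bound Bodipy-FL-GTP per Rab7 bead population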
# ABCB1 block = ABCB1 efflux pump inhibitors, primary screen, cell-based, multiplex, flow cytometry, ABCG2 counter-screen; AID 1326, 2008; hit rate 0.067% among 190,000; CCRF-Adr cells, JC-1 efflux; inhibition, % at 6.6 µM; ATP-dependent translocase ABCB1 (Homo sapiens), P08183; in the data active = inhibition above about 40%;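 note: 0% = vehicle and 100% = reference inhibitor; higher value means more JC-1 retained so stronger ABCB1 efflux block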
# ABCG2 block = ABCG2 efflux pump inhibitors, primary screen, multiplex with ABCB1, IgMXP3 cells, flow cytometry. Broad substrate specificity ATP-binding cassette transporter ABCG2 (Homo sapiens), Q9UNQ0. JC-1 efflux. inhibition, % at 6.6 µM. hit rate 0.1% among 190,000;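 active = inhibition above 80%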;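 note: 0% = DMSO and 100% = nicardipine control wells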
# Target sequence (Q9UNQ0 whole entry, looked up): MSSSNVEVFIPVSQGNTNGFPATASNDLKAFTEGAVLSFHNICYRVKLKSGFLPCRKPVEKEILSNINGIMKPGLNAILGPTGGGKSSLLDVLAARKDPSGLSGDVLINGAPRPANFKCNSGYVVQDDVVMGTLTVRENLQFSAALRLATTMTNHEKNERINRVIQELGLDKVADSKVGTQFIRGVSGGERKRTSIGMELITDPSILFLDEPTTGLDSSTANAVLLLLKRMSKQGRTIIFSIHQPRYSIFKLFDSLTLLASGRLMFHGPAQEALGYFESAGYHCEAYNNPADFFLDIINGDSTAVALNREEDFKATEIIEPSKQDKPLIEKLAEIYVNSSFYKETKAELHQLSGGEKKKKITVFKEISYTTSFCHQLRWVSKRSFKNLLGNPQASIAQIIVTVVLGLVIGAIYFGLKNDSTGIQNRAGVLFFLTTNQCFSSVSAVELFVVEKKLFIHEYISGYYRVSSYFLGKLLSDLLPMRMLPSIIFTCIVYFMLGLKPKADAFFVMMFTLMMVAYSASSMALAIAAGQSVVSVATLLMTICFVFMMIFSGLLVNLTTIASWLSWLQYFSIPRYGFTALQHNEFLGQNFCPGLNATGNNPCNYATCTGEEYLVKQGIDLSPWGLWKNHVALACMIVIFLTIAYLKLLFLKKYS
#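 Assay system – ABCG2 IgMXP3 and barcoded ABCB1 CCRF-Adr cell mix · Input – 3 million cells/mL in well · Reagent – JC-1 fluorescent substrate · Compound – single test compound dose, 6.6 µM final · Timing – 10 min exposure at 25 °C with rotation, no wash · Detection – flow cytometry of retained JC-1 fluorescence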
# An asterisk follows results filed as active; ? = inconclusive; . = not tested or not shown. Outcome played no part in choosing rows, and some 2.3% of all compounds hit somewhere here.
SMILES,Rac1 act GTP bind,Rac1 wt modul,Avidin bead fluor,Pf gametocyte,Mcl1-Noxa inh,Cdc42 wt GTP,Rab2 wt GTP,HRas wt GTP,Rab7 wt modul,ABCB1 block,ABCG2 block
Cn1c(=O)c2c(nc(N3CCCCC3)n2CCCNC2=NCCCC2)n(C)c1=O,96,94,31,12,-4,97,94,97,95,0.4,3
Cc1ccc(N2CCN(CCc3nc4cc(NS(C)(=O)=O)ccc4n3C)CC2)cc1,103,110,9,.,13,107,102,101,99,0.9,5
COc1ccc(-c2cc(CNS(=O)(=O)c3ccc(F)cc3)on2)cc1,96,100,10,-19,4,97,98,98,105,0.4,3
Cc1cc(C2(c3cc(C)c(NC(=O)CN4CCOCC4)c(C)c3)CCCCC2)cc(C)c1NC(=O)CN1CCOCC1,?,?,11,.,11,?,?,?,?,-0.1,0
COc1cccc(/C=C(/C#N)c2ccc(Cl)cc2)c1OCc1cccc(C(=O)O)c1,85,92,7,.,21,89,91,91,101,-0.2,-2
CCCCCc1nnc(NS(C)(=O)=O)s1,99,107,13,15,13,101,101,103,101,0.2,6
Cc1c(C(=O)Nc2nc3ccccc3[nH]2)cccc1[N+](=O)[O-],102,106,15,-15,11,105,100,100,101,0.7,4
Cc1ccc(COc2ccc(Br)cc2/C=N/O)cc1,96,101,19,-11,12,102,102,103,102,-0.2,-1
COc1ccc(C(=O)/C=C/C(=O)N(Cc2ccc(F)cc2)C(C(=O)NC2CCCCC2)c2ccncc2)c(O)c1 (stereo unspecified),97,102,4,.,24,96,96,99,100,0.3,0
COC(=O)CSc1nc(SCc2ccccc2Cl)nc2c1CCCC2,95,92,11,.,2,92,98,95,98,0.6,6
CCN(C(=O)c1ccc(Cl)cc1[N+](=O)[O-])c1ccccc1C,93,92,9,-13,11,94,95,96,99,0.8,2
NC(=O)C1CCN(C(c2ccccc2Cl)c2nnnn2CC2CCCO2)CC1 (stereo unspecified),100,106,12,-18,12,109,107,107,102,-2.8,-3
c1n[nH]c(NC2=NCCC2)n1,101,108,14,.,-24,105,104,103,101,12,-2
COc1ccc(CSc2nc(C)cc(=O)[nH]2)cc1Br,89,88,11,.,-5,90,89,92,90,0.4,5
COc1ccc(OC(C)C(=O)N2CCCc3ccccc32)cc1 (stereo unspecified),95,97,8,-3,10,94,95,96,97,0.7,4
CCn1cc(C(=O)NCc2ccccc2Cl)cn1,99,105,13,-4,7,103,100,101,97,1.8,0
CC(OC(=O)COc1ccccc1[N+](=O)[O-])C(=O)Nc1ccc(N2CCOCC2)cc1 (stereo unspecified),96,103,7,.,25,100,100,102,104,1.2,10
O=C(c1cc(F)ccc1F)C1CCCN(C(=O)c2cccs2)C1 (stereo unspecified),95,97,8,6,-10,95,96,96,93,-0.6,-2
O=C1CC(c2ccccc2Cl)Cc2c1cnn2-c1nc2ccccc2s1 (stereo unspecified),99,99,7,11,0,98,99,98,100,0.9,8
CC(C)(C)NC(=O)C(c1ccccc1)N(Cc1cccs1)C(=O)c1csnn1 (stereo unspecified),97,99,21,.,-10,98,97,98,98,1.1,1
C=CCSc1nc(=O)n2ccc(C)cc2n1,95,94,19,18,22,94,96,94,99,-0.2,1
CC(C)CNC(=O)CO/N=C/c1ccccc1Cl,98,94,8,-7,-5,99,96,93,89,1.1,5
Cc1ccc(OCCOc2ccc(Br)cc2)c([N+](=O)[O-])n1,97,102,4,-1,-4,98,98,98,95,-0.1,0
Cc1ccc(CN(c2ccc(C(=O)NCc3cccnc3)cc2)S(C)(=O)=O)cc1,103,107,9,.,-2,105,102,103,98,0.3,1
CN(C)C(CNC(=S)Nc1ccccc1)c1cccnc1 (stereo unspecified),100,105,15,-2,-20,103,102,102,98,-0.1,1
Cc1ccc(CSc2nc3ccccc3c(=O)n2Cc2ccco2)cc1,96,102,21,.,-1,99,98,99,98,-0.1,0
CCCCC1(C(=O)OCC)CC(CN2CCOCC2)OC1=O (stereo unspecified),99,107,25,-29,11,106,102,101,103,0.0,0
Cc1cc(Nc2nc3ccccc3nc2Cl)n(-c2ccccc2C)n1,99,106,18,.,7,101,104,101,104,1.5,41
COC(=O)c1cc(NC(=O)CC2NCCNC2=O)cc(C(=O)OC)c1 (stereo unspecified),98,102,11,.,-17,100,100,101,100,0.4,3
COc1ccc(C(=O)CSc2nc3ccc([N+](=O)[O-])cc3[nH]2)cc1,97,99,11,-12,37,97,101,99,103,0.1,3
COc1cccc(NC(=O)N2CCN(c3nnnn3-c3ccccc3)CC2)c1,94,98,4,-2,7,97,98,100,100,0.0,3
CCOC(=O)C1(Cc2cccc(F)c2)CCN(C(=O)c2ccoc2C)CC1,94,99,3,.,-6,98,96,95,95,1.1,0
COC(=O)c1nn(-c2ccccc2)c(Sc2ccccc2)c1/C=N/O,99,101,6,.,-16,105,100,102,98,9.9,9
CC1CCN(CCOCCOc2ccccc2-c2ccccc2)CC1,99,101,5,8,30,96,98,99,98,0.6,1
O=C(N/N=C/c1cccc(C(F)(F)F)c1)c1ccc(O)cc1,96,98,12,-7,-43,99,96,97,94,-0.4,2
O=C(NCC1CCCO1)C1CCN(c2ccc(S(=O)(=O)N3CCCC3)cc2)CC1 (stereo unspecified),96,98,9,.,-2,96,94,95,94,0.4,2
COC(=O)c1cc(-c2ccc(NC(C)=O)cc2)nc2ccccc12,94,95,10,.,-2,103,93,95,94,0.1,5
CC(C)N1CCC(N2CCN(CCCc3ccccc3)CC2CCO)CC1 (stereo unspecified),98,104,11,2,9,99,100,100,106,-0.1,0
CCOc1ccc(C(=O)Nc2cccc3ncccc23)cc1Br,95,98,9,-9,8,96,97,99,100,2.1,36
COC(=O)c1ccc(N2C(=O)c3cc(N4CCOCC4)c([N+](=O)[O-])cc3C2=O)cc1,96,100,14,.,13,102,97,97,98,0.1,4
CCn1nc(NC(=O)c2ccncc2)c2cc3ccccc3nc21,99,102,11,8,5,102,98,101,99,1.0,10
O=C(CN(C(=O)Cn1nnc(-c2ccccc2F)n1)c1cnc2ccccc2c1)NCC1CCCO1 (stereo unspecified),95,93,8,.,-1,91,93,95,100,-0.9,-2
Cc1c(Cl)cccc1NC(=S)NC1CCN(C(C)C)CC1,100,100,8,11,-6,98,97,97,99,0.1,1
CCOc1ncccc1C(=O)OCC(=O)Nc1cc(S(=O)(=O)N(CC)CC)ccc1C,93,97,9,11,17,100,97,97,104,0.7,5
CCSc1nnc(NC(=O)C(C)C)s1,98,99,6,.,13,99,101,99,100,1.0,7
O=C1NC(c2cccc([N+](=O)[O-])c2)Oc2ccccc21 (stereo unspecified),95,101,9,.,27,97,96,97,99,0.9,14
COC(=O)c1ccccc1N1C(=O)[C@@H]2C(c3ccc(Br)cc3)=NO[C@@H]2C1=O,99,101,11,-6,3,100,98,100,97,0.4,1
Cc1ccc2oc(=O)n(CCOc3ccccc3C)c2c1,94,101,10,-16,20,97,96,95,99,1.4,21
CN(c1ccccc1)S(=O)(=O)c1cccc(NC(=O)CN2CCc3ccccc3C2)c1,97,99,12,-14,3,96,96,98,105,0.2,1
CN(C)c1cccc(N=C2C=C(N3CCOCC3)CC(C)(C)C2)c1,101,101,18,15,25,102,101,101,97,0.0,0
CCN(CC)c1ccc(-c2nn3c(-c4cccnc4)nnc3s2)cc1,84,83,34,4,25,72*,73*,73*,88,1.4,5
CC1(C)CC(=O)c2c(-c3cccs3)n[nH]c2C1,101,103,6,-11,-1,101,101,100,96,-2.8,-7
Cc1ccc(-c2nc3ccc(C(=O)O)cc3nc2-c2ccc(C)cc2)cc1,101,105,11,.,9,107,106,107,99,0.1,2
COc1cc(C2Nc3ccccc3C(=O)N2c2ccc3c(c2)OCCO3)ccc1OCC(C)C (stereo unspecified),101,101,12,.,15,97,100,99,102,4.7,12
O=C(c1ccc([N+](=O)[O-])cc1)N1CCSC1c1ccccc1Cl (stereo unspecified),96,97,8,9,5,94,97,96,99,3.0,11
Nc1cc(OCC(F)(F)F)cc(OCC(F)(F)F)c1,95,96,11,-2,12,94,96,99,102,-1.1,-6
O=C(CSc1nc2ccccc2[nH]1)Nc1ccc2c(c1)CCC2,102,101,8,12,2,99,102,101,95,-0.2,-1
CC(=O)OC[C@H]1O[C@H](CCO/N=C(\C)CCN2CCCc3nc(C)c(C)cc32)C=C[C@@H]1OC(C)=O,101,104,7,.,7,104,102,103,97,3.7,13
Cc1ccc(S(=O)(=O)/N=C(\c2ccc(F)cc2)n2c(C)nc3ccccc32)cc1,102,100,10,.,13,105,103,103,95,0.1,1
CCC(C(=O)NC1CCCC1)N(Cc1cccs1)C(=O)Cn1nnc(-c2ccc(OC)c(OC)c2)n1 (stereo unspecified),99,105,8,.,4,101,101,100,100,4.0,4
CC(C)N(C(=O)COC(=O)[C@@H]1CC(O)CN1S(=O)(=O)c1ccc(C(C)(C)C)cc1)C(C)C (stereo partly specified),97,101,16,.,3,99,97,98,100,1.0,2
COc1ccc(C(=O)CSc2cc(C)nc3nc(C)nn23)cc1OC,100,105,7,.,-3,103,102,103,101,-3.5,-4
CCCCC[n+]1ccn(-c2nc3ccccc3nc2[N-]S(=O)(=O)c2ccc(C)cc2)c1,95,96,9,.,16,97,99,96,97,-0.4,0

# High-throughput results deposited in PubChem by several laboratories.
